bIAP activator: increases bovine intestinal alkaline phosphatase activity; 200,000 compounds, 0.17% hits; purified bovine IAP, CDP-star luminescence, 30 min; hits give high values; fold of DMSO-control signal, blank-subtracted; activation factor at 20 µM;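 active means activation factor of 2 or more at 20 µM, a signal rise over negative controls twice the positive control's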
TNAP inh no acc: inhibitors of human TNAP without phosphate acceptor | purified TNAP, CDP-star luminescence, 30 min | inhibition, % at 20 µM | 200,000 compounds, 0.26% hits;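 active means tissue-nonspecific alkaline phosphatase inhibition above about 50% at 20 µM in the single-dose screen, limit read from the data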;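 further: 0% = DMSO negative control and 100% = EDTA positive control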
Target sequence (P05186 whole entry, looked up): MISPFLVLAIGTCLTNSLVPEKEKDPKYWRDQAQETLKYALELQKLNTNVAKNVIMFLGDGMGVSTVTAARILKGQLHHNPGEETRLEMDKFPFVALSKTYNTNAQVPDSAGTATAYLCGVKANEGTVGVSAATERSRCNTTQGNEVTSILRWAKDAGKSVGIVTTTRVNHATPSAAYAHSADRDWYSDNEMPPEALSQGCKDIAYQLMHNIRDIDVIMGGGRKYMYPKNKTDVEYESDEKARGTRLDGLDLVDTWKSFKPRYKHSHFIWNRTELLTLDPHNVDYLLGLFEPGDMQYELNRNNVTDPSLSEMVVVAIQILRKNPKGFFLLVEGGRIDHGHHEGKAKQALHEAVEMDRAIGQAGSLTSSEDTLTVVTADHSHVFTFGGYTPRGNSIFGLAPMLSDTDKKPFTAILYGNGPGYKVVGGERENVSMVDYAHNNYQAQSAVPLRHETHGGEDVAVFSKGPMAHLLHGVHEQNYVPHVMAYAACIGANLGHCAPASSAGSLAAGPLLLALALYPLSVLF
NF-kB neuron act: raises NF-kB expression in human neuronal cells; NF-kB reporter expression; hits give high values; fold change at 12.5 µM; 190,000 compounds, 1.6% hits; AID 1239; in the data active means fold change above about 3.3
TNAP inh hi DEA: inhibitors of human TNAP at high phosphate acceptor concentration | purified TNAP, CDP-star luminescence, 1 M DEA | inhibition, % at 20 µM | 200,000 compounds, 0.03% hits | P05186;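 active means over 50% inhibition of tissue-nonspecific alkaline phosphatase at 20 µM in the single-dose screen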;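 further: plate controls were DMSO wells for no effect and EDTA-quenched wells as full inhibition for full effect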
APP 5'UTR act: activates APP 5'UTR luciferase reporter | SH-SY5Y APP 5'UTR luciferase reporter, luminescence; zero percent = DMSO vehicle wells | activation, % at 2 µM | 190,000 compounds, 1% hits | AID 1276;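 active means activation above a set limit, based on mean plus 3 SD of controls, cut at about 140% in these data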; further: values of inactives mirror those of a sister screen read the other way
FLuc inh counter: inhibits firefly luciferase, flagging false hits in luciferase inhibition screens; P08659; ATPLite firefly luciferase biochemical luminescence, 10 min; inhibition, % at 10 µM; 200,000 compounds, 1.5% hits;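 active means inhibition above about 50% when tested at 10 µM, limit read from the data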
FLuc stim CS: affects firefly luciferase, flagging false hits in luciferase stimulation screens | P08659 | ATPlite luciferase biochemical, luminescence, 10 min; 0 = ATP-free wells, 1 = DMSO control | activation factor at 10 µM | 200,000 tested, under 10 active | AID 1027;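 active means luciferase activation factor, scaled between plate controls, of at least 2 with compound at 10 µM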
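Material: luciferase plus luciferin reagent, cell-free. Medium: PBS buffer for ATP. Also added: ATP substrate, dispensed from a 10.24 µM working solution in PBS. Doses: test compounds dosed from 2 mM stocks in 100% DMSO. Incubation: 10 min post-reagent at room temperature. Technique: light output (luminescence). Read-out basis: luminescence gain marking luciferase activators.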
PMI activator: activators of human phosphomannose isomerase. activation factor at 20 µM. purified human PMI, coupled resazurin fluorescence, 20 min; hits give high values; 1 = vehicle control, 0 substrate-free wells. 190,000 compounds, 0.005% hits. P34949;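 active means activation factor of 2 or more at 20 µM, relative to plate controls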
Target sequence (P34949 whole entry, looked up): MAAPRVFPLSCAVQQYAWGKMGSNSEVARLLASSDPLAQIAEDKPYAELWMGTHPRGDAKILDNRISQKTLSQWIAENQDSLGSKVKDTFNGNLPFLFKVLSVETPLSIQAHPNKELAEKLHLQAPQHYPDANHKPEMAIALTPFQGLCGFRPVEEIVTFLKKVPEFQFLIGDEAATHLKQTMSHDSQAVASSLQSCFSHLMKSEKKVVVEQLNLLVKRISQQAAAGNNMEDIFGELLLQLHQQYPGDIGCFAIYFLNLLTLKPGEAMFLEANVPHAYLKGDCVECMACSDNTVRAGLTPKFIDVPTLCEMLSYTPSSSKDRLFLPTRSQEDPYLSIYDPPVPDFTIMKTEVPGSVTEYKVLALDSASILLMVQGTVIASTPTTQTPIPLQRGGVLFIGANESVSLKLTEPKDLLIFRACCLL
PMI act hi M6P: PMI (human) activation, high substrate; P34949; coupled PMI enzyme assay, resazurin fluorescence, 20 min; hits give high values; 1 = untreated enzyme, 0 = substrate-free blank; 190,000 compounds, 0.34% hits; AID 1216; activation factor at 20 µM;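 active means activation factor of 2 or more at 20 µM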
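Test system: human phosphomannose isomerase with PGI, G6PDH, diaphorase coupling enzymes; Amount: PMI at 15 ng/mL final; Reagent: Mannose-6-phosphate 1.0 mM (near-saturating) plus 0.22 mM NADP+; Timing: 20 min, room temperature; Technique: resorufin fluorescence at Ex 544/Em 590 nm; Dosing: 20 µM single dose.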
TNAP act hiacc: increases human TNAP activity under high phosphate acceptor concentration; P05186; purified TNAP, CDP-star luminescence, 1 M DEA, 30 min; hits give high values; 0 = EDTA background, 1 = DMSO-only activity; activation factor at 20 µM; 200,000 tested, under 10 active; AID 1136;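 active means activation factor at least 2 at 20 µM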
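Measured by: Luminescent substrate turnover signal | Test system: Human TNAP | Input: TNAP 1/800 final | Dosing: 20 µM single point | Schedule: 30 min, room temperature | Controls: EDTA wells as negative control, DMSO wells as positive control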
Starred values were filed as active, the others as inactive; . = not tested or not shown. Outcome played no part in choosing rows (roughly 3.6% active in at least one column).

SMILES	bIAP activator	TNAP inh no acc	NF-kB neuron act	TNAP inh hi DEA	APP 5'UTR act	FLuc inh counter	FLuc stim CS	PMI activator	PMI act hi M6P	TNAP act hiacc
Cc1ccc(S(=O)(=O)N2CCN(C(=O)CCC(=O)N3CCc4ccccc43)CC2)cc1	0.9	-8	.	-6	.	-8	1.1	1.1	1	1.1
COC(=O)C1C(=O)c2c([nH]c(C(=O)OCC3CCCO3)c2C)CC1C (configuration not stated)	1	-11	1.9	0	89	54*	0.5	0.8	0.8	1
Cc1nn(C)cc1C(C(=O)NC1CCCCC1)N(C(=O)c1cnccn1)c1ccc(Oc2ccccc2)cc1 (configuration not stated)	1	-9	1.3	4	-5	-3	1	0.8	1	1
CC(/C=C/c1ccc(Cl)o1)=C\C(=O)O	0.9	-5	.	1	7	-1	1	1.1	1.1	1
Cc1cc(=O)n2[nH]c(-c3sccc3-n3c(C)ccc3C)cc2n1	1.1	-5	1.1	2	-14	6	0.9	0.7	0.5	1
CC1CN(C2CCN(C(=O)c3ccccc3)CC2)CC(C)O1 (configuration not stated)	1	-9	1.1	0	-12	-4	1	0.9	0.9	1
Cc1[nH]n2c(=O)cc(Cc3ccccc3)nc2c1C#N	0.9	-4	0.79	-4	13	-1	1	0.9	0.9	1
COc1cc(OC)c(C2SCCN2S(=O)(=O)c2ccc(F)cc2)cc1OC (configuration not stated)	0.9	-9	1.3	-8	11	-3	1	0.9	0.9	1.1
COc1cc(/C=C/C(=O)OCC(=O)c2c(N)n(C)c(=O)n(C)c2=O)ccc1O	1	-12	1.1	-5	-7	-11	1.1	1	0.9	1.1
Cc1[nH]c2ccccc2c1C(=O)CSc1nncn1C	1	-5	1	-4	-12	-9	1.1	1.1	1	1
COCc1cc(C)nc(OCC(=O)N/N=C/c2cccc(OC)c2)c1C#N	0.9	-8	1.3	-4	14	-7	1.1	0.9	0.7	1
COc1ccc(C(=O)N(c2ccccc2)C2C=CS(=O)(=O)C2)cc1 (configuration not stated)	0.9	-13	1.1	-6	-4	-8	1.1	1	1	1.1
O=C(Nc1ccon1)C(Sc1ccccc1)c1ccccc1 (configuration not stated)	0.8	-2	0.98	-4	0	-11	1.1	1	0.9	1
O=C(c1ccccc1)c1ccc2nc(-c3ccc(NC(=O)c4ccccc4Br)cc3)[nH]c2c1	0.8	-12	0.52	-3	23	-6	1.1	1	1.1	1
CSCCC(NC(N)=O)C(=O)NCc1ccc(Cl)cc1 (configuration not stated)	1	-9	1.1	-6	-8	0	1	1	1	1.1
CC(C(=O)N(C1CC1)C1(C(=O)Nc2ccccc2)CCCC1)N1C(=O)c2ccccc2C1=O (configuration not stated)	1	-11	0.89	-2	-4	-7	1.1	0.9	0.6	1
Cn1c(=O)c2c(ncn2Cc2cccc(Cl)c2)n(C)c1=O	0.9	-4	0.67	-4	-6	-3	1	1	1	1
Cc1c(C(=O)Nc2ccc(F)cc2)oc2ccc(S(=O)(=O)N3CCCC3)cc12	0.9	-11	0.34	-4	11	-7	1.1	0.9	0.9	1
CC1CC(C)CN(S(=O)(=O)c2ccc(C(=O)N(c3ccccn3)C3CCCCC3)cc2)C1 (configuration not stated)	1	-2	0.87	0	5	-2	1	1.1	1	1
CC(C)=CCN1CCN(Cc2cccnc2)CC1CCO (configuration not stated)	0.9	-10	0.82	-6	0	-10	1.1	.	.	1.1

A run of entries from the list above, for reference:
SMILES	bIAP activator	TNAP inh no acc	NF-kB neuron act	TNAP inh hi DEA	APP 5'UTR act	FLuc inh counter	FLuc stim CS	PMI activator	PMI act hi M6P	TNAP act hiacc
Cc1ccc(S(=O)(=O)N2CCN(C(=O)CCC(=O)N3CCc4ccccc43)CC2)cc1	0.9	-8	.	-6	.	-8	1.1	1.1	1	1.1
COC(=O)C1C(=O)c2c([nH]c(C(=O)OCC3CCCO3)c2C)CC1C (configuration not stated)	1	-11	1.9	0	89	54*	0.5	0.8	0.8	1
Cc1nn(C)cc1C(C(=O)NC1CCCCC1)N(C(=O)c1cnccn1)c1ccc(Oc2ccccc2)cc1 (configuration not stated)	1	-9	1.3	4	-5	-3	1	0.8	1	1
CC(/C=C/c1ccc(Cl)o1)=C\C(=O)O	0.9	-5	.	1	7	-1	1	1.1	1.1	1
Cc1cc(=O)n2[nH]c(-c3sccc3-n3c(C)ccc3C)cc2n1	1.1	-5	1.1	2	-14	6	0.9	0.7	0.5	1
CC1CN(C2CCN(C(=O)c3ccccc3)CC2)CC(C)O1 (configuration not stated)	1	-9	1.1	0	-12	-4	1	0.9	0.9	1
Cc1[nH]n2c(=O)cc(Cc3ccccc3)nc2c1C#N	0.9	-4	0.79	-4	13	-1	1	0.9	0.9	1
COc1cc(OC)c(C2SCCN2S(=O)(=O)c2ccc(F)cc2)cc1OC (configuration not stated)	0.9	-9	1.3	-8	11	-3	1	0.9	0.9	1.1
COc1cc(/C=C/C(=O)OCC(=O)c2c(N)n(C)c(=O)n(C)c2=O)ccc1O	1	-12	1.1	-5	-7	-11	1.1	1	0.9	1.1
Cc1[nH]c2ccccc2c1C(=O)CSc1nncn1C	1	-5	1	-4	-12	-9	1.1	1.1	1	1
COCc1cc(C)nc(OCC(=O)N/N=C/c2cccc(OC)c2)c1C#N	0.9	-8	1.3	-4	14	-7	1.1	0.9	0.7	1
COc1ccc(C(=O)N(c2ccccc2)C2C=CS(=O)(=O)C2)cc1 (configuration not stated)	0.9	-13	1.1	-6	-4	-8	1.1	1	1	1.1
O=C(Nc1ccon1)C(Sc1ccccc1)c1ccccc1 (configuration not stated)	0.8	-2	0.98	-4	0	-11	1.1	1	0.9	1
O=C(c1ccccc1)c1ccc2nc(-c3ccc(NC(=O)c4ccccc4Br)cc3)[nH]c2c1	0.8	-12	0.52	-3	23	-6	1.1	1	1.1	1
CSCCC(NC(N)=O)C(=O)NCc1ccc(Cl)cc1 (configuration not stated)	1	-9	1.1	-6	-8	0	1	1	1	1.1
CC(C(=O)N(C1CC1)C1(C(=O)Nc2ccccc2)CCCC1)N1C(=O)c2ccccc2C1=O (configuration not stated)	1	-11	0.89	-2	-4	-7	1.1	0.9	0.6	1

Additional entries follow:
SMILES	bIAP activator	TNAP inh no acc	NF-kB neuron act	TNAP inh hi DEA	APP 5'UTR act	FLuc inh counter	FLuc stim CS	PMI activator	PMI act hi M6P	TNAP act hiacc
Cc1ccc(C2CC(c3cccc(Br)c3)Nc3nnnn32)cc1 (configuration not stated)	0.9	-16	1	-8	-3	-2	1	0.9	1	1.1
N#Cc1c(NC(=O)c2ccc(Cn3cc(Br)cn3)o2)sc2c1CCCCCC2	0.9	-10	0.91	1	-11	-1	1	0.9	1	1
Cc1nc2ccccn2c1C(=O)/C=C/c1ccc(F)cc1	1	-4	3.4*	-1	17	20	0.8	0.9	0.9	1
O=C(NC1CCCCCCC1)c1ccc(S(=O)(=O)N2CCCC2)cc1	0.9	-19	1.1	-5	2	0	1	1	1	1.1
CN(C)[C@@H](CO)c1nnc([C@H](Cc2ccc(O)cc2)NC(=O)C2CCNCC2)o1	1.2	-9	0.95	-6	-4	-2	1	1.2	1.1	1.1
Cc1ccc(C(=O)Nc2c(-c3cccs3)c(=O)c3ccccc3n2C)cc1	0.9	-9	0.87	-4	-9	-3	1	0.9	0.9	1
CCOC(=O)N1CCN(C(=O)CSCc2ccc(Cl)cc2)CC1	1.2	-6	1.3	-2	23	-7	1.1	1.1	1.1	1
Cc1c(C(=O)N2CCOCC2)oc2ccc(S(=O)(=O)N3CCCC3)cc12	0.9	-4	1	0	4	-3	1	1.1	1.1	1
COc1ccc(NC(=O)CN2C(=O)CC(C)(C)S(=O)(=O)c3ccccc32)cc1	1	-6	1.1	1	3	-2	1	1	0.9	1
O=C(COc1ccccc1)Nc1ccc(S(=O)(=O)NCc2ccco2)cc1	0.7	5	1.1	-1	4	-5	1.1	1	0.9	1
Cc1ccc(CN(C(=O)c2ccco2)C(C(=O)NC2CCCC2)c2ccc(N3CCOCC3)cc2)cc1 (configuration not stated)	0.7	-3	0.96	3	-4	-4	1	1.2	1.3	1
CC(C)(C)NC(=O)CCSc1nnc(-c2ccco2)o1	1.1	-3	1.4	-1	0	8	0.9	1	0.8	1
O=C(NCc1ccncc1)C(=O)NCc1ccco1	1.3	-4	1.1	-2	-6	-1	1	1	0.9	1
CCC12CN3CC(CC)(CN(C1)C3c1c(O)ccc3ccccc13)C2=O (configuration not stated)	0.9	-8	1.1	-4	6	10	0.9	0.7	0.7	1
CC(=O)Nc1ccc(NC(=O)N2CCCCC2)cc1	1	-11	1.2	-9	-14	-4	1	1	1	1.1
CC1CCN(C(=O)CSc2ccc(-c3cccc([N+](=O)[O-])c3)nn2)CC1	1	-18	1.3	-1	11	-9	1.1	1	1	1
COc1cccc2c1OCC(C(=O)OCc1cccnc1)=C2	1.3	3	0.91	-3	16	-3	1	1	1	1
O=C(COc1ccc(S(=O)(=O)NCc2ccccc2)cc1)NCC1CCCO1 (configuration not stated)	0.9	-10	1.2	-2	19	0	1	1	1	1
CC1CCN(C2(O)C(=O)Nc3ccc([N+](=O)[O-])cc32)CC1 (configuration not stated)	0.9	-12	0.86	-7	-14	-10	1.1	1	1	1.1
O=C(O)CCC(=O)N1CCOc2ccc(Cl)cc21	1	-9	1.6	-3	8	-7	1.1	1	1.1	1
NC(=O)c1nsc(C(=O)N(CC(=O)NCc2ccc3c(c2)OCO3)C2CCCCC2)c1N	0.9	-20	0.51	-8	9	-2	1	1	1	1.1
Cn1c(-c2ccc3c(c2)OCO3)cnc1NCc1cccc(O)c1	1	-6	1.6	-6	32	-4	1	1	1	1.1
O=C(Cc1cccc2ccccc12)Nc1ccc(OC(F)F)c(Cl)c1	0.7	-18	0.97	-1	-1	-3	1	0.9	0.9	1
Cc1cccc(N2CCN(C(=O)CN(C)S(=O)(=O)c3ccc4c(c3)CCC(=O)N4)CC2)c1C	1.1	-17	0.87	-10	7	-5	1.1	1	0.9	1.1
Cc1ccc(C(=O)NN(C)c2nc3ccccc3nc2C(F)(F)F)cc1	0.9	-14	1.2	3	4	-9	1.1	1	1	1
Cc1sc2nc(CSCC(=O)Nc3c(Cl)cccc3Cl)[nH]c(=O)c2c1C	1	-1	2.6	2	-18	-5	1.1	0.8	0.9	1
Cc1ccc2oc(=O)c3cc(C(=O)NCCN4CCN(C)CC4)sc3c2c1	1	-14	1.6	-1	10	-6	1.1	0.9	1	1
CCCC1(C)NC(=O)c2ccccc2O1 (configuration not stated)	0.9	-7	1.1	-4	18	-6	1.1	0.9	0.9	1
Cc1cccc(C2(c3cccc(C)c3)CC2C(=O)Nc2ccc([N+](=O)[O-])cc2O)c1 (configuration not stated)	1.2	-1	0.38	11	-15	-9	1.1	0.8	0.8	0.9

Assay outcomes as filed in PubChem.
